CD40 NFkB inh – CD40 pathway inhibition in BL2 cells; BL2 NF-kB luciferase reporter, CD40L-induced, 4 h; inhibition, % at 10 µM; 83,000 compounds, 0.94% hits;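 active means mean inhibition of at least 50% with a set share of replicates also reaching that level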;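 further: 0% = neutral control wells and 100% = IKK inhibitor VII at 50 µM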
The depositor's hits bear a star; & = joins results of further samples; [ ] = another dose, or the depositor's remark.

Sample of the layout, 19 compounds:
SMILES	CD40 NFkB inh
CC(C)COC(=O)N1CCCC1C(=O)O (configuration not stated)	5.1
CCCc1cn(CC[C@H]2CC[C@@H](NC(=O)C3CCCC3)[C@@H](CO)O2)nn1	-2.8
O=C(O)C1CC=C(Cl)CC1C(=O)NCC1OCCc2ccccc21 (configuration not stated)	7.3
O=C(Nc1cc(F)ccc1F)N1CC(=O)N2[C@H](C1)[C@@H](c1ccc(C#CC3CCCC3)cc1)[C@@H]2CO	2.4
Cc1ccccc1NC(=O)COC(=O)COc1ccc2ccc(=O)oc2c1	-3.5
Cc1nnnn1/C(=C\c1ccccc1)C(=O)OCC(=O)Nc1ccc(Cl)cc1F	78.2*
O=C(Nc1ccc2c(c1)[C@H]1C[C@@H](CC(=O)N3CCCCC3)O[C@H](CO)[C@H]1O2)NC1CCCC1	7.4
COc1ccccc1-c1ccc([C@@H]2[C@@H](C#N)N(C(=O)NC(C)C)[C@@H]2CO)cc1	-22.8
COc1ccc2ncc(S(=O)(=O)c3ccccc3)c(N3CCC4(CC3)OCCO4)c2c1	8.7
COCCSc1nnc(NC(=O)COC)s1	2.6
c1ccc(CSc2nnc(-c3ccco3)n2Cc2ccco2)cc1	-56.1
CC1(C)Cc2ccccc2C(=O)N1	6.0
CCCNC(=O)N1[C@H](C#N)[C@@H](c2ccc(-c3cccnc3)cc2)[C@@H]1CO	0.3[25 µM]
CC(=O)Nc1ccc2c(c1)CC(=O)N(C)C[C@H](C)[C@H](CN(C)S(C)(=O)=O)O2	-2.5
O=C(Cc1n[nH]c(=O)c2ccccc12)N1CCN(S(=O)(=O)c2ccc(F)c(Cl)c2)CC1	-2.4
C[C@H]1CN([C@@H](C)CO)C(=O)c2c(c3ccccc3n2C)-c2ccccc2CO[C@@H]1CN(C)C(=O)Nc1ccc(-c2ccccc2)cc1	-4.4
CC(=O)C1=C(O)C(=O)N(Cc2ccco2)C1c1ccccc1F (configuration not stated)	4.3
C[C@@H]1CN([C@H](C)CO)C(=O)c2cc(/C=C/c3ccccc3)cnc2O[C@@H]1CN(C)S(=O)(=O)c1ccccc1F	17.4[25 µM]
CCC(CC)NC(=O)CN1CCN(S(=O)(=O)c2ccc(Br)s2)CC1	-12.0

This part in full, from the first entry:
SMILES	CD40 NFkB inh
CC(C)COC(=O)N1CCCC1C(=O)O (configuration not stated)	5.1
CCCc1cn(CC[C@H]2CC[C@@H](NC(=O)C3CCCC3)[C@@H](CO)O2)nn1	-2.8
O=C(O)C1CC=C(Cl)CC1C(=O)NCC1OCCc2ccccc21 (configuration not stated)	7.3
O=C(Nc1cc(F)ccc1F)N1CC(=O)N2[C@H](C1)[C@@H](c1ccc(C#CC3CCCC3)cc1)[C@@H]2CO	2.4
Cc1ccccc1NC(=O)COC(=O)COc1ccc2ccc(=O)oc2c1	-3.5
Cc1nnnn1/C(=C\c1ccccc1)C(=O)OCC(=O)Nc1ccc(Cl)cc1F	78.2*
O=C(Nc1ccc2c(c1)[C@H]1C[C@@H](CC(=O)N3CCCCC3)O[C@H](CO)[C@H]1O2)NC1CCCC1	7.4
COc1ccccc1-c1ccc([C@@H]2[C@@H](C#N)N(C(=O)NC(C)C)[C@@H]2CO)cc1	-22.8
COc1ccc2ncc(S(=O)(=O)c3ccccc3)c(N3CCC4(CC3)OCCO4)c2c1	8.7
COCCSc1nnc(NC(=O)COC)s1	2.6
c1ccc(CSc2nnc(-c3ccco3)n2Cc2ccco2)cc1	-56.1
CC1(C)Cc2ccccc2C(=O)N1	6.0
CCCNC(=O)N1[C@H](C#N)[C@@H](c2ccc(-c3cccnc3)cc2)[C@@H]1CO	0.3[25 µM]
CC(=O)Nc1ccc2c(c1)CC(=O)N(C)C[C@H](C)[C@H](CN(C)S(C)(=O)=O)O2	-2.5
O=C(Cc1n[nH]c(=O)c2ccccc12)N1CCN(S(=O)(=O)c2ccc(F)c(Cl)c2)CC1	-2.4
C[C@H]1CN([C@@H](C)CO)C(=O)c2c(c3ccccc3n2C)-c2ccccc2CO[C@@H]1CN(C)C(=O)Nc1ccc(-c2ccccc2)cc1	-4.4
CC(=O)C1=C(O)C(=O)N(Cc2ccco2)C1c1ccccc1F (configuration not stated)	4.3
C[C@@H]1CN([C@H](C)CO)C(=O)c2cc(/C=C/c3ccccc3)cnc2O[C@@H]1CN(C)S(=O)(=O)c1ccccc1F	17.4[25 µM]
CCC(CC)NC(=O)CN1CCN(S(=O)(=O)c2ccc(Br)s2)CC1	-12.0
Cc1cccc(OCCC(=O)OCc2csc(CC(=O)Nc3ccccc3C)n2)c1	8.5
O=C(Nc1cccc(S(=O)(=O)Nc2ccc(Cl)cc2)c1)c1ccccn1	13.4
CC(=O)Nc1ccc2oc(-c3ccccc3)nc2c1	-1.8
Oc1c(N=NC(=S)Nc2ccccc2F)c2ccccc2n1Cc1ccc(F)cc1	4.9
C[C@H]1CN([C@@H](C)CO)C(=O)c2cccc(NC(=O)c3cnccn3)c2O[C@H]1CN(C)Cc1ccc(C(=O)Nc2ccccc2N)cc1	-31.8
O=S(=O)(c1ccc(Cl)s1)N1CCc2ccccc2C1	5.5
O=C(O)c1ccccc1-c1ccccc1C(=O)NCc1ccco1	6.9
COc1ccc(C#Cc2ccc([C@H]3[C@@H](CO)N4C(=O)CN(C(=O)NC(C)C)C[C@H]34)cc2)cc1	-1.8[25 µM]
Cc1ccc(/C=C/C(=O)OCC(=O)NCCc2ccc(S(N)(=O)=O)cc2)o1	-6.6
C[C@@H]1C[C@H]2[C@@H]3CCC4=CC(=O)C=C[C@]4(C)[C@@]3(F)[C@@H](O)C[C@]2(C)[C@@]1(O)C(=O)COP(=O)(O)O	51.5*
Cc1nc(N(C)C2CCCCC2)c2nnn(Cc3ccc(F)cc3)c2n1	1.2
CC(C)[C@H](NC(N)=O)C(=O)Nc1ccc(F)c(Cl)c1	9.2
O=C(CNC(=O)c1ccccc1)OCc1nc2ccccc2s1	-92.7
CN1C(=O)c2cc(NS(=O)(=O)c3cccc(F)c3)ccc2OC[C@@H]2O[C@H](CC(=O)N3CCc4ccccc4C3)CC[C@H]21	20.5[25 µM]
C[C@@H]1CN([C@H](C)CO)C(=O)c2cc(NC(=O)Nc3ccc(F)cc3)ccc2O[C@@H](C)CCCCO[C@H]1CN(C)Cc1ccccc1	40.4
CC(C)(C)NC(=O)NC(=O)CN1CCc2ccccc21	7.7
COc1ccc(-c2nn3c(C4CCCCC4)nnc3s2)cc1OC	-7.4
Cc1nc(CS(=O)(=O)c2ccccc2)cc(N2CCN(c3ccccc3F)CC2)n1	6.0
CC(C)NC(=O)N1C[C@@H]2[C@H](c3ccccc31)[C@H](CO)N2C(=O)Nc1ccccc1	-1.6[25 µM]
O=C(NC1CCCCC1)c1ccc2ccccc2c1	-31.1
N#C[C@@H]1[C@@H](c2ccccc2-c2cccc(F)c2)[C@@H](CO)N1C(=O)NC1CCCCC1	31.5[25 µM]
O=C(NCCc1ccccc1)C1CCN(C2CCN(C(=O)CC3=CCCCC3)CC2)CC1	-5.4
CN(C)CC(=O)N1[C@H](C#N)[C@@H](c2ccc(-c3cccc(C(=O)N(C)C)c3)cc2)[C@@H]1CO	-16.4[25 µM]
C[C@@H]1CN([C@H](C)CO)C(=O)CCCn2nncc2CO[C@H]1CN(C)CC1CCCCC1	7.7[25 µM]
C[C@@H]1CN([C@@H](C)CO)C(=O)CCCn2nncc2CO[C@@H]1CN(C)C(=O)OCc1ccccc1	7.3[25 µM]
CN(C)C(CNC(=O)c1sc2ccccc2c1Cl)c1ccco1 (configuration not stated)	-53.5
O=C(NCCc1ccccc1)[C@@H]1[C@@H](CO)[C@@H]2Cn3c(cccc3=O)[C@H]1N2C(=O)C1CC1	-10.0[25 µM]
CCc1nnc(NC(=O)C2=NN(C3CCS(=O)(=O)C3)C(=O)CC2)s1 (configuration not stated)	5.4
CN(C)CCNC(=O)c1c(NC(=O)c2ccccc2)sc2c1CCCC2	-82.6
COc1ccccc1NC(=S)NC(=O)C(C)(C)C	6.3
CC1(Cc2ccc3c(c2)OCO3)C(=O)Nc2ccc(-c3cccc(C(F)(F)F)c3)cc21 (configuration not stated)	33.3
(list continues)
SMILES	CD40 NFkB inh
CCCNC(=O)N1CC(=O)N2[C@H](CO)[C@@H](c3ccc(-c4ccc(F)cc4)cc3)[C@@H]2C1	-10.1[25 µM]
CCc1ccccc1OCC(=O)Nc1nnc(C2CC2)s1	-4.8
Cc1ccccc1S(=O)(=O)NCC[C@@H]1CC[C@@H](NC(=O)C2CCCC2)[C@H](CO)O1	-12.7
O=C(Cc1ccccn1)N1CC[C@@H]2[C@H](CO)Nc3ccc(-c4cccc(F)c4)cc3[C@@H]21	-1.8[25 µM]
CC(=O)Cc1nsc(NC(=O)c2ccc(-c3cc(C(F)(F)F)ccc3Cl)o2)n1	-0.1
CS(=O)(=O)N1C[C@@H]2C(c3ccccc3)[C@H](C1)N2CC(F)(F)F (some centres not stated)	23.5&8.8
CC(C)NC(=O)N[C@H]1CC[C@@H](CC(=O)NCCCN(C)C)O[C@@H]1CO	4.0[25 µM]
CCOC(=O)N1CCC(NC(=O)Cc2ccccc2)CC1	-1.2
COc1ccccc1-c1cc(C(F)(F)F)nc(NCc2ccco2)n1	6.6
C(/CCc1ccccc1)=N\Nc1nc2ccccc2[nH]1	-31.2
O=C(CN1C(=O)NC2(CCCCC2)C1=O)Nc1cccc(Cl)c1Cl	13.5
O=C(C[C@@H]1C[C@@H]2c3cc(NC(=O)NC4CCCC4)ccc3O[C@@H]2[C@H](CO)O1)NCc1ccccn1	6.4
CCCOc1ccc(C(=O)CCC(=O)NNC(=O)Cn2nc(C)cc2C)cc1	0.1
C[C@@H]1CN([C@H](C)CO)C(=O)c2ccccc2-c2ccccc2CO[C@@H]1CN(C)S(=O)(=O)c1ccc(C(F)(F)F)cc1	-16.0[25 µM]
CCn1c2ccccc2c2cc(NC(=O)COc3ccccc3)ccc21	-2.4
CC(NC(=O)COc1ncnc2cc([N+](=O)[O-])ccc12)c1ccccc1 (configuration not stated)	6.5
CC(=O)NC(c1ccccc1)c1cccnc1 (configuration not stated)	4.3
CC1CN(C(=O)COC(=O)CSc2ccc([N+](=O)[O-])cc2)CC(C)O1 (configuration not stated)	1.2
O=C(c1ccco1)N1CCN(C(=O)N2c3ccccc3Sc3ccccc32)CC1	-0.7
COc1ccc(C2=NOC(C(=O)N3CCCc4ccccc43)C2)cc1 (configuration not stated)	-33.9
Cc1ccc(C(=O)NCC(=O)OCC(=O)NC(C)C2CC3CCC2C3)cc1 (configuration not stated)	8.7
CCCNC(=O)COc1ncnc2sccc12	5.9
C[C@H](CO)N1C[C@H](C)[C@@H](CN(C)CC2CCCCC2)Oc2ccc(NS(=O)(=O)c3ccc(Cl)cc3)cc2C1=O	-10.4[25 µM]
CN(C)c1ccc(C(CNC(=O)c2cccs2)N(C)C)cc1 (configuration not stated)	-84.4
O=C1CCCC(=O)N1c1ccc(N2CCOCC2)c([N+](=O)[O-])c1	7.9
COc1cccc(CC(=O)Nc2nc(-c3cccnc3)cs2)c1	5.8
CC(C)(C)c1cc(NC(=O)COC(=O)c2ccccc2)n(-c2ccccc2)n1	16.0
COCCOC(=O)CC1=NC(=O)CS1	1.3
CN(Cc1ccccc1)CC1C2CCC(C2)C1O (configuration not stated)	2.4
O=C(Nc1ccccc1)Nc1cccc(-c2cn3cccnc3n2)c1	-7.6
COCC(=O)NC[C@H]1N[C@H](CO)[C@@H]1c1ccc(-c2ccccc2F)cc1	4.8[25 µM]
O=C(CNC(=O)C1CC1)Nc1ccc(F)c(F)c1F	8.7
COC(=O)c1ccc(OCC2NCCc3cc(OC)c(OC)cc32)cc1 (configuration not stated)	-2.1
CCC(C)[C@H](NC(=O)NCc1cccnc1)C(=O)OC (some centres not stated)	3.5
O=C1NC(=O)C(CC(=O)N(Cc2ccco2)C2(C(=O)NC3CCCC3)CCCCC2)N1 (configuration not stated)	12.8
CCOC(=O)CNc1ccc(C(=O)OCC)cc1[N+](=O)[O-]	-9.9
COc1ccc(NC(=S)N2CCN(CCN3C(=O)c4cccc5cccc(c45)C3=O)CC2)cc1	-107.0
OC(c1ccccc1)c1ncc(-c2ccccc2F)[nH]1 (configuration not stated)	-18.0
CN1CCN(C(=O)c2ccc3nc(-c4ccccc4)c(-c4ccccc4)nc3c2)CC1	8.7
CCNC(=O)C1(C)CCN(Cc2ccc(C(F)(F)F)cc2)C1 (configuration not stated)	21.1
O=C(CN1C(=O)NC2(CCCCCCC2)C1=O)NCc1cccs1	7.6
COc1ccc(-c2nn(-c3ccccc3)cc2C(=O)NCC(c2cccs2)N2CCOCC2)cc1 (configuration not stated)	-7.2
O=C(O)c1cc(-c2ccccc2)nc(-c2ccccc2)c1	1.4
C[C@H]1CN([C@@H](C)CO)C(=O)CCCn2nncc2CO[C@@H]1CN(C)Cc1ccccc1	-10.2
Cc1cc(C)cc(C(=O)NCC(=O)OC(C)C(=O)N(C)c2ccccc2)c1 (configuration not stated)	5.7
Cc1ccccc1N(C(=O)c1cccs1)c1nc2ccccc2s1	4.8
COc1ccccc1N(CC(=O)N(CC(C)C)CC(C)C)S(=O)(=O)c1cccs1	14.1
O=C(C[C@H]1C[C@H]2c3cc(NC(=O)NC4CCCC4)ccc3O[C@H]2[C@@H](CO)O1)NCCc1ccccc1	-1.5
CCOC(=O)C1CCN(c2ccc(-c3cccs3)nn2)CC1	57.3*
O=c1[nH]cnc2c1C(c1ccccc1)c1c(nc[nH]c1=O)O2	3.2
Continued:
SMILES	CD40 NFkB inh
COc1cc(CNc2ncn[nH]2)ccc1OCc1cccc(C)c1	-45.8
CC(C)c1ccc(OCC(=O)NCCO)cc1	-42.4
O=C(CN1CCOC1=O)N1CCCC(Nc2ccc(F)c(F)c2)C1 (configuration not stated)	-10.7
O=C(Oc1cccc(Oc2ccccc2)c1)N1CCOCC1	-8.0
C[C@@H](O)C#Cc1ccc([C@@H]2[C@@H](CO)N3CCCCN(S(=O)(=O)Cc4ccccc4)C[C@@H]23)cc1	-3.0[25 µM]
O=C(Cc1ccccc1)N1CC[C@@H]2[C@@H](CO)Nc3ccc(-c4cccc(F)c4)cc3[C@@H]21	-15.9[25 µM]
CCOc1ccccc1C(=O)NC(C(=O)NCc1ccccc1OC)C(C)C (configuration not stated)	9.5
O=S(=O)(c1ccc(F)c(F)c1F)N1CCN(C(=S)NC2CC3CCC2C3)CC1 (configuration not stated)	10.3
CO[C@H]1CC[C@@H]2CCOc3c(C#N)cccc3C(=O)N(C)CC3(CCCCC3)CC(=O)N(C)C[C@@H]1O2	-3.4[25 µM]

Only part of the results is shown, so the mix of outcomes need not match the whole.
